Screening results deposited in PubChem BioAssay by several laboratories.
Mtb BioA inh – inhibitors of Mycobacterium tuberculosis BioA enzyme; purified M. tuberculosis BioA enzyme, plate reader; inhibition, % at 9.99 µM; 360,000 compounds, 0.096% hits; in the data active = inhibition above about 40%; inconclusive = no clear call, values can overlap the other calls
Rv3671c inh – inhibitors of M. tuberculosis serine protease Rv3671c. inhibition, % at 5.96 µM. 320,000 compounds, 0.048% hits; in the data active = inhibition above about 38%;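 also: extracellular domain of Rv3671c used as enzyme; 0% = enzyme with DMSO and 100% = no enzyme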
FBA Mtb inh – inhibitors of M. tuberculosis fructose-bisphosphate aldolase; 360,000 compounds, 2.3% hits; inhibition, % at 1 µM; AID 588726; purified M. tuberculosis FBA, fluorescence read-out; in the data active = inhibition above about 27%;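 also: 0% = vehicle and 100% = reference inhibitor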
Target sequence (P9WQA3 whole entry, looked up): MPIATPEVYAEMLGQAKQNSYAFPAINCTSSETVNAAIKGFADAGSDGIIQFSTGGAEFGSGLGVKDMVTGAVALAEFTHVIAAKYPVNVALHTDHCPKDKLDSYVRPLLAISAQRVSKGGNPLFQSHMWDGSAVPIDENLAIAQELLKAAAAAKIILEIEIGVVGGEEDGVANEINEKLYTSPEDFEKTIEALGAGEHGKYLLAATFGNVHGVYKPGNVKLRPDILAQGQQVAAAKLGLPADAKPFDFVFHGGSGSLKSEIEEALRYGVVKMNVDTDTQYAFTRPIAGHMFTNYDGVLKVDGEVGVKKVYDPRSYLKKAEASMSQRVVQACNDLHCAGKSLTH
FadD28 binding – blocks FadD28 binding to the bisubstrate probe | fluorescence polarization | AID 588549 | 360,000 compounds, 0.22% hits | inhibition, % at 12.5 µM; in the data active = inhibition above about 8.5%, passing the limit was not always enough; inconclusive = no clear call, values can overlap the other calls
VHR inh abs – DUSP3 (human) phosphatase inhibition; recombinant VHR phosphatase, pNPP absorbance; inhibition, % at 13.3 µM; 290,000 compounds, 0.52% hits; AID 1654; in the data active = inhibition above about 50%; also: some compounds called inactive have numbers as strong as hits
Target sequence (P51452 whole entry, looked up): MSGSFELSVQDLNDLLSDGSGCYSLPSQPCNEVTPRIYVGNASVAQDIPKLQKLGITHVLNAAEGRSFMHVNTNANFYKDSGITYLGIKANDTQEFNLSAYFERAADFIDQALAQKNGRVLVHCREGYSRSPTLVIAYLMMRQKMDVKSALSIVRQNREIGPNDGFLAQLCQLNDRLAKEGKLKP
CCHFV vOTU inh – CCHFV vOTU protease inhibition. AID 651958. Pep-AMC fluorescence. 370,000 compounds, 0.55% hits. inhibition, % at 11.5 µM; also: 0% = vehicle wells with enzyme and 100% = no enzyme wells
MazF activator – MazEF (E. coli) toxin RNase activation; activation, % at 20 µM; P0AE70; AID 504720; 350,000 compounds, 0.32% hits; FAM/BHQ RNA-DNA oligo cleavage fluorescence, 5 h; in the data active = activation above about 50%
Target sequence (P0AE70 whole entry, looked up): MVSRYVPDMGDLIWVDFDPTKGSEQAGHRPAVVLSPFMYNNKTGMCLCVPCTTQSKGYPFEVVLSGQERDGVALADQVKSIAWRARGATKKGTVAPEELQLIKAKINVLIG
GDH-TPI inh – counter-screen for M. tuberculosis FBA inhibitors: GDH-TPI coupled enzymes; GDH-TPI coupled enzyme counterscreen, NADH absorbance; inhibition, % at 4.8 µM; 360,000 compounds, 1.2% hits; AID 588335;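 also: 0% = DMSO wells and 100% = wells lacking the enzyme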
BoNT-F LC inh – inhibitors of Botulinum neurotoxin F light chain protease. Multiplex microsphere protease cleavage assay, flow cytometry. inhibition, % at 10 µM. 360,000 compounds, 0.22% hits; in the data active = inhibition above about 35%, passing the limit was not always enough; inconclusive = no clear call, values can overlap the other calls; also: plate controls were buffer without enzyme for full effect and enzyme alone for no effect
UGM FP inh – blocks M. tuberculosis UGM enzyme; P9WIQ1; purified UGM, fluorescence polarization probe displacement; inhibition, % at 10 µM; 320,000 compounds, 0.06% hits; AID 504406; in the data active = inhibition above about 10%, passing the limit was not always enough; inconclusive = no clear call, values can overlap the other calls
Active calls of the source: *; ? = inconclusive; nt = no result given; & = joins results of further samples. Rule as the data show it, unless noted: active = inhibition above about 30%; inactive = the rest.

1: COc1ccccc1CNC(=O)Nc1nc(C(N)Cc2ccc(Cl)cc2)cs1 (centres undefined)
2: COc1ccc(C2=[N+]([O-])C(C)(C)N(O)C2(C)C)cc1
3: COCCCNS(=O)(=O)c1ccc(S(=O)(=O)N2CCCC2)cc1
4: CC(=O)NC1=C(N(C)C2CCS(=O)(=O)C2)C(=O)c2ccccc2C1=O (centres undefined)
5: CC1(C)CC(=O)C=C(c2ccc(I)cc2)C1
6: CN(C=O)c1ccc(CSc2ccccc2)cc1
7: O=C(NCCCCc1ccccc1)C1CC(c2ccc(C(F)(F)F)cc2)=NO1 (centres undefined)
8: C/C(CC(=O)Nc1ccc(Cl)c(Cl)c1)=N\NC(=O)C(=O)N1CCCCC1

Assay by compound,1,2,3,4,5,6,7,8
Mtb BioA inh,-2.0,-2.0,-0.7,-1.2,3.0,-2.4,0.5,-1.7
Rv3671c inh,nt,-2,-3,-52,6,nt,-3,-30
FBA Mtb inh,0,-4,3,1,-2,1,1,1
FadD28 binding,-3.6,-4.2,-2.4,-0.9,-3.5,-1.4,-2.4,-6.4
VHR inh abs,nt,15,6,-4,nt,nt,26,12
CCHFV vOTU inh,4,-6,10,61*,11,-2,6,-11
MazF activator,nt,6,6,-5,-10,7,-4,4
GDH-TPI inh,-5,-11,-1,2,0,0,5,0
BoNT-F LC inh,-19,15,?,2,-2,4,-8,-11
UGM FP inh,nt,-0.4,-0.6,-3.9,1.4,nt,2.2,-0.3

One compound at a time, as listed above. Order of values: Mtb BioA inh	Rv3671c inh	FBA Mtb inh	FadD28 binding	VHR inh abs	CCHFV vOTU inh	MazF activator	GDH-TPI inh	BoNT-F LC inh	UGM FP inh
Record of `COc1ccc(C2=[N+]([O-])C(C)(C)N(O)C2(C)C)cc1` : -2.0	-2	-4	-4.2	15	-6	6	-11	15	-0.4
Record of `CN(C=O)c1ccc(CSc2ccccc2)cc1` : -2.4	nt	1	-1.4	nt	-2	7	0	4	nt
Record of `CC(=O)NC1=C(N(C)C2CCS(=O)(=O)C2)C(=O)c2ccccc2C1=O` (centres undefined) : -1.2	-52	1	-0.9	-4	61*	-5	2	2	-3.9
Record of `COCCCNS(=O)(=O)c1ccc(S(=O)(=O)N2CCCC2)cc1` : -0.7	-3	3	-2.4	6	10	6	-1	?	-0.6
Record of `O=C(NCCCCc1ccccc1)C1CC(c2ccc(C(F)(F)F)cc2)=NO1` (centres undefined) : 0.5	-3	1	-2.4	26	6	-4	5	-8	2.2

Next part.
9: COc1ccc2oc(=O)cc(-c3cc4ccccc4o3)c2c1
10: Cc1ccc(C(=O)NCC(=O)N2CCCN(C)CC2)cc1C
11: COc1ccc(N2CC(C(=O)N3CCN(C)CC3)CC2=O)cc1 (centres undefined)
12: O=C(CO)N/N=C/c1cccc(Cl)c1Cl
13: Nc1nc(-c2ccc3c(c2)CCCC3)c(CC(=O)O)s1
14: C/C(N)=C(/C#N)C(=O)COC(=O)CCCNC(=O)c1ccc(Cl)cc1
15: CCc1ccc(NC(=O)C(CC)Sc2nc3ccsc3c(=O)n2CCC(=O)O)cc1 (centres undefined)
16: CC(=O)c1cccc(NC(=O)C2CCN(S(=O)(=O)c3ccc(F)cc3)CC2)c1

Assay by compound,9,10,11,12,13,14,15,16
Mtb BioA inh,-1.2,-0.3,1.3,nt,0.9,1.1,0.0,8.0
Rv3671c inh,-9,-4,0,5,nt,-9,0,2
FBA Mtb inh,2,4,2,1,1,1,-1,1
FadD28 binding,-0.4,-0.7,1.7,-2.5,-2.0,-3.0,-19,-1.9
VHR inh abs,53*,nt,-35,11,16,14,-1,29
CCHFV vOTU inh,9,-3,-12,1,5,4,16,-3
MazF activator,-8,4,3,-7,-21,2,-3,-3
GDH-TPI inh,11,10,-4,-2,-6,0,3,2
BoNT-F LC inh,6,3,22,0,10,-2,-2,3
UGM FP inh,2.2,-0.1,1.2,nt,2.0,0.0,1.5,-0.7

17: S=c1[nH]nc(-c2ccco2)n1-c1ccc(Br)cc1
18: O=C(Nc1nc(-c2ccccn2)cs1)c1ccco1
19: O=C(NCc1ccc2c(c1)OCO2)c1ccncc1
20: COc1cc(C(=O)NC(=S)N(C)Cc2ccccc2)cc(OC)c1OC
21: CCC1(c2cccc(Cl)c2)NC(=O)N(Cc2cc(C(=O)OC)c(C)o2)C1=O (centres undefined)
22: COc1cc2[nH]c3c(=O)n(CCN(C(C)C)C(C)C)cnc3c2cc1OC
23: CCC(Sc1nc(C)cc(=O)[nH]1)C(=O)Nc1nnc(C)s1 (centres undefined)
24: COc1ccc(C(=O)Nc2ccc(O)c3ccccc23)cc1

Assay by compound,17,18,19,20,21,22,23,24
Mtb BioA inh,1.3,nt,1.0,0.6,nt,-0.5,-0.6,1.3
Rv3671c inh,8,-3,5,-14,3,-2,-2,-20
FBA Mtb inh,2,-3,0,-4,0,55*,-3,-1
FadD28 binding,-2.0,-5.6,-2.3,-4.1,-0.4,-0.6,-4.3,-0.2
VHR inh abs,nt,33,-1,9,-12,11,-2,nt
CCHFV vOTU inh,-13,24,11,-9,-3,-9,4,31*
MazF activator,6,-14,-4,-17,-2,3,0,1
GDH-TPI inh,9,1,1,-1,-1,14,0,8
BoNT-F LC inh,nt,-15,0,-6,-11,-56,23,-8
UGM FP inh,2.6,3.9,-0.9,-0.3,4.2,-4.2,0.3,-1.4

25: Cc1ccc(C)c(C(=O)OCC(=O)Nc2ccc(N3CCOCC3)cc2)c1
26: O=C(c1ccco1)N1CCN(CCCCOc2ccc(F)cc2)CC1
27: Oc1ccc(CNc2ccccc2F)c2cccnc12
28: COc1ccc(NC(=O)CN(C)C(=O)CSCc2c(C)noc2C)cc1
29: CC(C)(C)OC(=O)N1CCC(CC2CC(c3ccncc3)=NO2)(C(=O)O)CC1 (centres undefined)
30: COc1ccccc1CNC(=O)CN1C(=O)NC2(CCC(C)CC2)C1=O (centres undefined)
31: O=C(Nc1ccc(N2CCCCC2)cc1)c1ccc(F)cc1
32: O=[N+]([O-])c1cccc(/C([O-])=C(/C(=S)Nc2cccc3ccccc23)[n+]2ccccc2)c1

Assay by compound,25,26,27,28,29,30,31,32
Mtb BioA inh,nt,3.0,-0.7&0.7,2.5,-4.2,2.9,-3.5,nt
Rv3671c inh,3,-5,6,-3,7,-2,8,nt
FBA Mtb inh,-1,-3,-1&0,-1,-3,-1,7,3
FadD28 binding,-1.3,-5.0,-3.0&-0.4,-1.9,-3.2,-2.6,-0.5,-2.1
VHR inh abs,3,-17,17,nt,nt,nt,17,13
CCHFV vOTU inh,1,5,14&14,2,2,3,2,-1
MazF activator,4,-1,9,-1,-1,1,2,5
GDH-TPI inh,-1,7,2&9,0,1,0,19,2
BoNT-F LC inh,-7,-2,-6&-10,-1,-4,5,-3,-30
UGM FP inh,-0.1,-0.1,-1.6,0.2,-0.2,3.3,1.0,nt

Along the list, quoted from above:
BoNT-F LC inh, compounds 18 to 29: -15, 0, -6, -11, -56, 23, -8, -7, -2, -6&-10, -1, -4
FadD28 binding, compounds 18 to 29: -5.6, -2.3, -4.1, -0.4, -0.6, -4.3, -0.2, -1.3, -5.0, -3.0&-0.4, -1.9, -3.2
FBA Mtb inh, compounds 18 to 29: -3, 0, -4, 0, 55*, -3, -1, -1, -3, -1&0, -1, -3

More entries
33: O=C(O)C1C2C=CC(O2)C1C(=O)Nc1cccc(C(F)(F)F)c1 (centres undefined)
34: CC(Sc1nc(N2CCOCC2)nc(N2CCOCC2)n1)C(=O)Nc1ccccc1 (centres undefined)
35: Cc1ccc(-c2cc3nn(-c4ccccc4)c(N)c3c(=O)o2)cc1
36: COc1ccc(C(=O)Nc2ccnn2C2CCN(C(C)CSC)CC2)cc1 (centres undefined)
37: COc1ccc(-c2cc(C(=O)Nc3cccnc3Cl)no2)cc1OC
38: CCOc1ccc(C(=O)NCC(C)C)cc1
39: Cc1cccc(N2CCN(C(=S)NCCc3ccccc3)CC2)c1C
40: CC1(C)Cc2nc3sc4c(SCC(=O)NCc5ccco5)ncnc4c3cc2CO1

Assay by compound,33,34,35,36,37,38,39,40
Mtb BioA inh,-1.3,nt,-1.7,-1.6,-2.6,0.4,-1.0,-2.2
Rv3671c inh,3,1,-9,-5,1,1,-4,-3
FBA Mtb inh,0,2,14,1,-1,-1,3,2
FadD28 binding,0.2,0.5,-3.8,-4.2,-0.7,-1.9,-2.6,-5.2
VHR inh abs,2,3,-3,-26,41,-13,16,11
CCHFV vOTU inh,0,-5,0,-8,10,-10,-9,7
MazF activator,7,-1,-3,16,-24,2,-3,8
GDH-TPI inh,6,-5,6,14,3,0,-9,6
BoNT-F LC inh,?,-13,-12,-2,-1,4,4,-26
UGM FP inh,0.5,-0.4,0.5,-2.3,0.6,1.8,-1.7,-2.2

41: CC(Cc1ccccc1)NC(=O)/C=C/C(=O)O (centres undefined)
42: O=C(CSc1nc2ccccc2s1)Nc1cc(S(=O)(=O)N2CCOCC2)ccc1Cl
43: CCOC(=O)CCSc1nc2c(c(C(F)(F)F)c1C#N)CCC2
44: CN(Cc1ccon1)Cc1cn(Cc2ccccc2)nc1-c1ccc2c(c1)OCO2
45: N#C/C(=C/c1ccc(C(=O)O)cc1)C(=O)Nc1ccccc1
46: Cc1cccc(OCC(=O)N/N=C2/SCC(=O)N2Cc2ccco2)c1
47: CCCN(C(=O)Cc1nc(N)n[nH]1)C1(C(=O)Nc2c(C)cccc2C)CCCCC1
48: CCOC(=O)c1c(C)[nH]c(C(=O)COC(=O)C2(C)CC2(Cl)Cl)c1C (centres undefined)
49: CN(CC(=O)N1CCc2ccccc2C1)c1ccccc1

Assay by compound,41,42,43,44,45,46,47,48,49
Mtb BioA inh,nt,-1.2,nt,nt,nt,nt,-3.1,-1.2,0.0
Rv3671c inh,-1,-21,5,-19,-2,5,3,2,4
FBA Mtb inh,-2,-2,3,2,2,5,1,-2,0
FadD28 binding,-3.6,-1.8,-2.7,-1.5,-0.6,-1.4,1.4,-2.0,-3.3
VHR inh abs,9,30,-9,17,7,12,-2,8,31
CCHFV vOTU inh,-4,1,16,4,-4,-8,39*,5,-7
MazF activator,31,-5,-11,2,-4,18,2,0,11
GDH-TPI inh,-1,4,-7,6,5,-4,-1,4,-5
BoNT-F LC inh,3,-6,-2,-6,-1,16,-10,-1,0
UGM FP inh,0.3,-0.6,-0.6,0.0,-2.0,2.9,-2.5,0.5,0.9
